HTR5A inv ag – HTR5A inverse agonism, opioid heterodimer counter-screen; HTR5A cell line, luminescence; inhibition, % at 9.3 µM; 340,000 compounds, 0.083% hits; AID 504634; in the data active = inhibition mostly above about 23%, no sharp cut-off; inactive = mostly below about 18%;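 note: 0% = cells with DMSO and 100% = no-cell wells with DMSO; some compounds called inactive have numbers as strong as hits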
Target sequence (P47898 whole entry, looked up): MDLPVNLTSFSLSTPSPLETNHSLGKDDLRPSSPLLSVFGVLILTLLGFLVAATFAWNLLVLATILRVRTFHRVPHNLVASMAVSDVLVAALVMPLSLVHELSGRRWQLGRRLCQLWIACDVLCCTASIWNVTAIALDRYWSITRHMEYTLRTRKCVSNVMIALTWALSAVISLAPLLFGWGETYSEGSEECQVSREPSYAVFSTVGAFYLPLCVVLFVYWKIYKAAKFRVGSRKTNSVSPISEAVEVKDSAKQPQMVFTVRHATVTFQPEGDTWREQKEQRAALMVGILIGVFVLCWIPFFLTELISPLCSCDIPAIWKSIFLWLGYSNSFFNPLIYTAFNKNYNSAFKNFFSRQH
V-ATPase pH – alters yeast V-ATPase proton transport; response, % at 10 µM; S. cerevisiae, pHLuorin cytosolic pH fluorescence; 350,000 compounds, 0.37% hits; in the data active = response mostly above about 7.3%, no sharp cut-off; inactive = mostly below about 5.4%; note: actives read high; inactives centre near 0; some compounds called inactive have numbers as strong as hits; reference of the scale not given here
LANA DNA inh – KSHV C-LANA DNA binding inhibition; MBP-C-LANA/FAM-LBS DNA binding, fluorescence polarization; inhibition, % at 9 µM; 340,000 compounds, 0.078% hits; AID 504423;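 active = highest replicate inhibition at or above 60% at 9 µM, even if other replicates fall short; inactive = all replicates below 60% inhibition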;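 note: 0% = neutral control wells and 100% = 4 µM acridine orange control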
Cardiac RTF inh – cardiac RTF calcium desensitization; inhibition, % at 7.15 µM; 340,000 compounds, 0.12% hits; AID 493244; IANBD-labeled cardiac RTF, Ca2+ fluorescence;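 active = inhibition above the mean inhibition of all tested compounds plus 3 SD, cut at about 17% in these data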;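 note: assay run at fixed EC70 calcium of 1.6 mM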
MOR-DOR ag – agonists of human mu-delta opioid receptor heterodimerization. P35372+P41143. cells, OPRM1-OPRD1 heterodimerization, luminescence. activation, % at 9.3 µM. 340,000 compounds, 0.3% hits. AID 504326; in the data active = activation above about 18%;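 note: 0% = vehicle-treated cells and 100% = reference agonist; values of inactives mirror those of a sister screen read the other way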
HTR5A ag ctr – HTR5A agonism, opioid heterodimer counter-screen | HTR5A agonist assay, luminescence, cell-based | activation, % at 9.3 µM | 340,000 compounds, 0.61% hits; in the data active = activation mostly above about 9.5%, no sharp cut-off; inactive = mostly below about 7.6%;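 note: 0% = cells with vehicle only and 100% = reference agonist; strong numbers were not always called active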
MOR-DOR inv ag – inverse agonists of human mu-delta opioid receptor heterodimerization | P35372+P41143 | cell-based MOR-DOR heterodimer luminescence, inverse agonism | inhibition, % at 9.3 µM | 340,000 compounds, 0.21% hits; in the data active = inhibition above about 22%, passing the limit was not always enough;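 note: 0% = cells with DMSO and 100% = wells without cells with DMSO; values of inactives mirror those of a sister screen read the other way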
CAL PDZ FP – inhibitors of human CAL PDZ peptide binding | Q9HD26 | purified CAL PDZ, TMR-peptide fluorescence polarization, 1 h | inhibition, % at 24.9 µM | 300,000 compounds, 0.92% hits | AID 602252;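 active = mean inhibition of at least 30% with at least half of replicates also reaching 30%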;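 note: 0% = DMSO neutral control and 100% = excess unlabeled competitor peptide PRC23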
Keap1 Nrf2 FP – disrupts human Keap1 binding to Nrf2 peptide. inhibition, % at 9.4 µM. Q14145. Keap1 Kelch-Nrf2 peptide fluorescence polarization, 1536-well. 340,000 compounds, 0.15% hits. AID 504523; in the data active = inhibition above about 12%;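 note: human Keap1 Kelch domain with fluorescein labeled Nrf2 9mer peptide probe; 0% = neutral control wells and 100% = peptide positive control; higher means more block of Keap1 binding to Nrf2 peptide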
Target sequence (Q14145 whole entry, looked up, the tested form may be a part): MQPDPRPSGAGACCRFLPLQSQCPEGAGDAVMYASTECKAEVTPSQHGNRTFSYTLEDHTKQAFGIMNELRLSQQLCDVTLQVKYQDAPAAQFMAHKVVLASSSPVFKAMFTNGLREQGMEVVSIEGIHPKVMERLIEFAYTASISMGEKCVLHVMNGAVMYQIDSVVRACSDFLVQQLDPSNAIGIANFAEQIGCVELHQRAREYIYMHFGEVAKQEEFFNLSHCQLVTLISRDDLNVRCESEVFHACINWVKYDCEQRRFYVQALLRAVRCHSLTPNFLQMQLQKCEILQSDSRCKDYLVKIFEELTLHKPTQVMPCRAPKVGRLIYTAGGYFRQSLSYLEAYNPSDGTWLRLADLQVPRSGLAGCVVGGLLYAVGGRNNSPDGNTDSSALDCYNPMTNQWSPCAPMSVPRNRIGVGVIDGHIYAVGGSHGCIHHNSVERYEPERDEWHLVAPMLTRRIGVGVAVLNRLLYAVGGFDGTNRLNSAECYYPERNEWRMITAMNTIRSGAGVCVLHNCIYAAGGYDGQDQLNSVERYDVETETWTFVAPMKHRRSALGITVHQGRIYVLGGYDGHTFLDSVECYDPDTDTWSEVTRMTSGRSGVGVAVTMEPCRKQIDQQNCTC
cardiac RTF act – increases calcium sensitivity of human cardiac regulated thin filaments. P19429+P45379. IANBD-labeled TnC RTF fluorescence at EC20 calcium; 0% EC20 calcium, 100% full calcium. activation, % at 7.2 µM. 340,000 compounds, 0.24% hits;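 active = activation above the mean over all tested compounds plus 3 SD, cut at about 30% in these data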;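 note: rise in fluorescence read as greater calcium sensitivity of cardiac thin filaments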
The depositor's hits bear a star; x = no result given; & = joins results of further samples.

Each structure is followed by: HTR5A inv ag | V-ATPase pH | LANA DNA inh | Cardiac RTF inh | MOR-DOR ag | HTR5A ag ctr | MOR-DOR inv ag | CAL PDZ FP | Keap1 Nrf2 FP | cardiac RTF act
1: CCCN(CCC)Cc1c(C(=O)N/N=C/c2ccc(C)o2)nnn1-c1nonc1N
  5 | 3 | -0.7 | -1 | 8.9 | 12 | -55 | 1 | -3 | -4
2: COc1ccc2sc(-c3ccc(N(C)C)cc3)c(C#CC(C)(C)O)c2c1
  -15 | -13 | 2.8 | 1 | 0.4 | 4 | -2 | 0 | -11 | 6
3: CCCc1cc(N2CCOCC2)n2nc(C)c(-c3ccccc3)c2n1
  -19 | 2 | -3.0 | -6 | -3.0 | 5 | 17 | -3 | 3 | -5
4: O=C(NCc1cccs1)C(=O)NCC(c1ccco1)N1CCN(c2ccc(F)cc2)CC1 (stereo unspecified)
  -7 | -3 | 0.5 | -5 | 2.0 | 3 | -11 | -6 | 0 | 0
5: CN(Cc1ccccc1)C(=O)c1cccc(NC(=O)Cc2ccc(NC(=O)C3CCN(C(=O)C4CCC4)CC3)cc2)c1
  13 | -3 | 0.5 | -7 | -1.2 | -4 | 6 | 14 | 0 | 0
6: Cn1ncc([N+](=O)[O-])c1C(=O)N/N=C/c1cccc([N+](=O)[O-])c1
  11 | 0 | -0.5 | -31 | -4.2 | 2 | 21 | -5 | -4 | -3
7: CN(c1ccccc1)S(=O)(=O)c1cccc(C(=O)NCc2ccccc2CN2CCCC2)c1
  -7 | 2 | -3.6 | -4 | -1.5 | 3 | 6 | 3 | -6 | 2
8: Oc1ccc(/C=N/Nc2nc(-c3ccc(Cl)cc3)cc(C(F)(F)F)n2)cc1
  -14 | -1 | 0.8 | -4 | 24* | 5 | -124 | -3 | -3 | -1
9: CCOc1ccc(CCN2CN(C3CCCCC3)CNC2=S)cc1OCC
  -11 | 0 | 2.1 | -5 | 0.4 | -4 | -2 | 1 | -3 | 3
10: O=C(N/N=C/c1ccncc1)c1cc2ccccc2cc1O
  5 | 5 | 0.5 | -4 | -2.5 | -4 | 14 | -1 | 1 | -3
11: COc1cccc(CN2CC(C(=O)NCCCn3ccnc3C)CCC2=O)c1 (stereo unspecified)
  2 | -1 | 1.0 | 0 | -1.2 | 2 | 6 | -1 | 1 | -5
12: O=C(O)C1(S(=O)(=O)c2ccc(Cl)cc2)CCC1
  1 | 0 | -1.1 | 3 | -2.5 | -3 | 16 | x | -2 | -2
13: COc1ccc(-c2cc(C(=O)NCC(c3ccco3)N(C)C)c3ccccc3n2)cc1OC (stereo unspecified)
  4 | 0 | -0.2 | -16 | 2.6 | -1 | -18 | -4 | -1 | -7
14: CCc1ccc(C2=NN(C(=O)CCC(=O)O)C(c3cccs3)C2)cc1 (stereo unspecified)
  -9 | -2 | 0.1 | -9 | -3.8 | 4 | 19 | x | 4 | 7
15: COc1cc(OC)cc(-c2c(-c3cccs3)c3cc(-c4ccc5c(c4)OCCO5)ccc3n2C)c1
  -20 | 0 | 1.5 | -27 | -2.0 | 0 | 11 | 0 | -4 | 7
16: O=C(O)CNS(=O)(=O)c1cccc2nsnc12
  4 | -1 | -1.5 | -8 | -1.1 | 2 | 6 | -1 | 6 | -6
17: Cc1ccnc2nc(C(=O)NCc3ccccc3)nn12
  -6 | 0 | 1.1 | -4 | -1.4 | 2 | 7 | 197* | -2 | -1
18: Cn1c(=O)oc2cc(S(=O)(=O)NCCc3ccccc3)ccc21
  -1 | 0 | -1.0 | 0 | 0.0 | 0 | 0 | 4 | -2 | -4
19: CC1CCCCN1C(=O)/C(=C\c1ccccc1)c1ccccc1 (stereo unspecified)
  9 | -5 | -1.0 | 0 | 3.4 | -1 | -19 | -4 | 3 | -7
20: Cc1csc(NC(=O)CSC2=NS(=O)(=O)c3cc(F)ccc3N2)n1
  -14 | 1 | 2.5 | 3 | 0.0 | 5 | 0 | -3 | -4 | 2
21: CNS(=O)(=O)c1cc(OC)c(OC)cc1CC(=O)OC
  10 | -2 | -1.2 | -2 | -0.9 | 3 | 4 | -1 | -2 | 0
22: O=C(N/C(=C\c1ccc(Br)cc1)c1nc2ccccc2[nH]1)c1ccco1
  -8 | -5 | 0.3 | 5 | 7.4 | 3 | -42 | 1 | -6 | -5
23: CCOc1ccc(NC(=O)N2CCC(C(N)=O)(N3CCCCC3)CC2)cc1
  -14 | 1 | -1.2 | -3 | -0.5 | 2 | 2 | -3 | 1 | 4
24: CN(C(=O)CSc1n[nH]c(=O)[nH]c1=O)c1ccccc1
  15 | -2 | 0.9 | 2 | -1.1 | -6 | 4 | -2 | -1 | -5
25: O=C(c1ccccc1Sc1c(Cl)cccc1[N+](=O)[O-])N1CCOCC1
  -9 | -1 | 0.8 | 1 | -2.4 | 2 | 12 | -23 | 2 | 4
26: O=C(N/C(=C/c1ccccc1Cl)C(=O)N1CCCC1)c1ccccc1
  3 | -3 | -0.8 | 3 | 0.2 | 14* | -1 | x | 0 | 6
27: CCOC(=O)C1CCN(C(=O)C2CCC(=O)N(CC3CCCCC3)C2)CC1 (stereo unspecified)
  0 | 2 | -0.5 | -4 | -1.4 | 0 | 6 | 0 | -2 | -5
28: Cc1nc(NC(=O)C2CC2)sc1C(=O)NC1CCCCC1
  x | 0 | -2.6 | x | x | x | x | -4 | -6 | x
29: CC1(C)C(=O)NCCN1C(=O)CCC(=O)O
  -14 | -2 | -0.4 | 5 | -1.5 | 9 | 8 | -2 | 1 | 5
30: CC(=O)Nc1ccccc1NC(=O)c1ccc(C)cc1C
  x | -1 | -0.1 | x | x | x | x | 12 | -4 | x
31: S=C(Nc1cccc(Cl)c1)Nc1ccc2c(c1)OCCO2
  6 | 0 | -2.0 | 0 | -1.4 | -4 | 7 | 1 | -2 | -3
32: CSc1ccccc1NC(=S)Nc1cc(C)cc(C)c1
  24 | -1 | -2.2 | 1 | -3.2 | 0 | 18 | 4 | 0 | -5
33: CC(=O)Nc1ccc(NC(=O)CN(C)CCC#N)cc1
  -7 | 6 | 1.5 | 3 | -2.1 | 6 | 13 | -2 | 1 | -5
34: CC1CN(S(=O)(=O)c2cc(C(=O)NC(C)c3cccnc3)ccc2Cl)CC(C)O1 (stereo unspecified)
  -23 | 2 | 0.7 | -10 | -3.0 | 1 | 12 | x | 2 | 3
35: O=C(COc1ccc(C(=O)c2ccccc2)cc1)NCC1CCCCC1
  -12 | 1 | -0.4 | 0 | -0.2 | 3 | 1 | 6 | -2 | -3
36: Cc1cc(C)c(S(=O)(=O)c2ccccc2C(C)C)c(=O)[nH]1
  8 | 1 | 0.0 | -4 | 0.0 | -2 | 0 | -3 | -1 | -6
37: CCn1nc(C)c(CNC(=O)c2cc(COc3cncc(Cl)c3)on2)c1C
  -12 | 0 | 3.3 | -4 | -0.6 | 0 | 3 | -5 | 2 | 1
38: COc1ccc(CCN2C(=O)CC(NNC(=O)c3ccccc3Br)C2=O)cc1OC (stereo unspecified)
  -2 | 1 | 1.8 | -15 | -0.7 | 1 | 4 | -1 | -5 | 11
39: CC(=O)Nc1ccc(NC(=O)CSc2ccc(-c3cccs3)nn2)cc1
  -7 | 2 | 0.8 | 3 | -0.7 | 3 | 3 | -3 | 4 | 2
40: O=C(O)CC(Cc1ccccc1)c1ccc2c(c1)OCO2 (stereo unspecified)
  -3 | -2 | 0.2 | 5 | -2.1 | 3 | 11 | -3 | -2 | -3
41: CC(C)C(=O)NC(=S)Nc1ccc(S(=O)(=O)NC(C)(C)C)cc1
  11 | -19 | 0.2 | -5 | -2.9 | 2 | 12 | x | -2 | -2
42: CCOc1ccccc1NC(=O)CCNS(=O)(=O)c1cccc2nonc12
  12 | -2 | 0.8 | -18 | -2.3 | -3 | 14 | -2 | 1 | -5
43: c1ccc(C2=Nn3c(nnc3-c3cccnc3)SC2)cc1
  -28 | 2 | 3.2 | 3 | -1.1 | -3 | 6 | x | -4 | 3
44: CNc1nc(OCCNC(=O)Nc2ccccc2)nc(N2CCOCC2)n1
  3 | 5 | -0.9 | -4 | -1.1 | 1 | 5 | 1 | 3 | 5
45: O=C(COc1ccc(F)cc1)Nc1ccc2c(c1)OCCO2
  7 | -5 | -0.2 | 0 | -5.3 | -3 | 22 | 0 | 0 | 0
46: O=C(O)CCCC(=O)N1CCC(C(O)(c2ccccc2)c2ccccc2)CC1
  6 | 1 | 2.6 | 0 | -1.8 | -2 | 8 | -3 | 0 | -2
47: Cc1cccc(N2C(=O)C(Cc3ccccc3)NC2=S)c1 (stereo unspecified)
  -7 | -2 | 0.8 | 3 | 0.2 | 2 | -1 | -3 | 4 | -2
48: COC(=O)C1CCN(C(=O)COc2ccc(N(C)S(=O)(=O)c3ccc(C)cc3)cc2)CC1
  -24 | 2 | -0.3 | -1 | -5.7 | 3 | 21 | 2 | -3 | -4
49: Cc1c(NC(=O)C(C)SC(=S)N2CCCC2)c(=O)n(-c2ccccc2)n1C (stereo unspecified)
  21 | 1 | -0.2 | -2 | -4.6 | 2 | 17 | -4 | -6 | -3
50: O=C(CSc1nnc(CNC(=O)c2c(F)cccc2F)o1)Nc1ccc2c(c1)OCO2
  -16 | 3 | -1.3 | -8 | 1.4 | -7 | -9 | 10 | 1 | 4
51: Oc1cc(Nc2cccnc2)cc2cccnc12
  -12 | 3 | 1.3 | 10 | 2.0 | 4 | -12 | -3 | 2 | -1
52: CCn1c(-c2ccccc2Cl)nn(CC(=O)Nc2cc(Cl)ccc2Cl)c1=S
  -15 | 2 | -0.3 | 5 | -0.2 | 1 | 1 | -2 | -1 | 2
53: Fc1ccc(SCCc2ccncc2)cc1
  -3&4 | 0&-8 | 2.8&-0.5 | 1&-2 | -1.5&-1.5 | 2&4 | 8&8 | 1&1 | -1&-7 | 7&-4
54: NC1=NC(=O)/C(=C/c2ccc(OCC(=O)O)cc2)S1
  16 | 0 | 0.7 | -12 | -2.1 | -4 | 9 | -6 | 3 | 5
55: O=C(O)CCSCCCN1C(=O)c2cccc3cccc(c23)C1=O
  12 | -1 | 0.1 | -1 | -2.7 | 0 | 12 | -3 | -3 | 1
56: CC(=O)NS(=O)(=O)c1ccc(NC(=O)c2cc(-c3ccc(C)c(C)c3)nc3ccccc23)cc1
  8 | -6 | 0.3 | -12 | 0.4 | -3 | -2 | -1 | -4 | -2
57: COC(=O)C1=C(C)N(Cc2ccco2)C(=O)N[C@@H]1c1ccco1
  -15 | 2 | 3.4 | 2 | -3.7 | 6 | 22 | -4 | 1 | 0
58: COc1ccc(C(=O)O/N=C/c2c(C(F)(F)F)nn(C)c2SCc2ccccc2Cl)cc1
  -9 | -1 | -1.0 | -7 | -0.7 | 3 | 3 | -1 | 3 | 1
59: CC(=O)c1cccc(NC(=O)CSc2ccc(-c3ccco3)nn2)c1
  14 | 5 | 1.0 | -10 | 0.0 | -5 | 0 | -4 | -18 | 2
60: CCOc1ccc(-n2c(SCc3ccc([N+](=O)[O-])cc3)nnc2-c2ccccc2)cc1
  -40 | 4 | 1.8 | -17 | 1.7 | 2 | -9 | -3 | -5 | 3

Screening data (PubChem BioAssay)
